Source: PubChem (The Scripps Research Institute Molecular Screening Center)
PLC-gamma1 inh – PLC-gamma1 (human) inhibition, primary screen | P19174 | inhibition, % at 12.2 µM | hit rate 0.84% among 370,000 | purified PLC-gamma1, fluorogenic substrate, fluorescence; in the data active = inhibition above about 9.5%
ARFGAP1 inh – inhibitors of rat ARFGAP1 | Q62848 | Arfgap1-stimulated ARF1 GTP hydrolysis, GDP FP detection | inhibition, % at 16.5 µM | hit rate 0.26% among 360,000 | AID 651572;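 active = inhibition above a per-plate limit, mean inhibition of low control wells plus 3 SD, cut at about 25% in these data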;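 note: 0% = DMSO wells with enzyme and 100% = wells lacking Arfgap1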
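Material: rat Arfgap1 catalytic domain, aa 1-136; also added: human ARF1(Δ1-17)-GTP substrate; compound dosing: one concentration, 16.5 µM, DMSO 1.26%; incubation: GTP hydrolysis reaction 2 h at 25 °C; measured by: Tracer-displacement fluorescence polarization with EDTA stop, 620/688 nm; evaluation: % inhibition from polarization; repeats: one replicate per compound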
ADAM17 inh – ADAM17 inhibition, QFRET primary screen | P78536 | recombinant ADAM17, EDANS/DABCYL FRET peptide cleavage | inhibition, % at 6.95 µM | hit rate 0.83% among 370,000 | AID 720648;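 active = inhibition above the mean of compounds lying between control limits plus 3 SD, set per campaign, cut at about 8.5% in these data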;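 note: 0% = DMSO-only wells as the low control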
UHRF1 binding – UHRF1 methyl-DNA binding inhibition; Q96T88; UHRF1 binding to methylated oligo, TR-FRET; inhibition, % at 4.4 µM; hit rate 0.75% among 370,000; AID 687016; in the data active = inhibition above about 21%;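 note: UHRF1 SRA domain binding a hemimethylated CpG hairpin DNA probe; 0% = median of test compound wells and 100% = reference inhibitor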
Tn6 DDE FP – inhibitors of Tn6 peptide binding to human fibrin DD(E); AID 720509; inhibition, % at 8.3 µM; Fibrin DD(E) TRITC-Tn6 fluorescence polarization displacement; P02675; hit rate 0.21% among 370,000;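 active = inhibition above a per-campaign cutoff: mean of compounds within control limits plus 3 SD, cut at about 15% in these data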;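 note: 0% = median of all compound wells on the plate and 100% = blocking peptide control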
proKLK7 act – proKLK7 (human) activation, primary screen. P49862. purified proKLK7, EDANS-DABCYL substrate fluorescence; 100% is mature enzyme control, 0% vehicle. activation, % at 7 µM. hit rate 0.9% among 370,000;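 active = activation above the mean of all tested compounds plus 3 SD, computed per campaign excluding outliers beyond control limits, cut at about 13% in these data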
MBD2 DNA inh – inhibitors of human MBD2 binding to methylated oligonucleotide; hit rate 0.31% among 370,000; inhibition, % at 4.4 µM; TR-FRET; Q9UBB5; in the data active = inhibition above about 13%
PLCb3 inh – blocks human PLC-beta3 enzyme activity; Q01970; inhibition, % at 12.2 µM; hit rate 0.18% among 370,000; Purified PLC-beta3, fluorogenic substrate, fluorescence; in the data active = inhibition above about 11%;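 note: 0% = median of compound wells on plate and 100% = full blocker control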
Target sequence (Q01970 whole entry, looked up): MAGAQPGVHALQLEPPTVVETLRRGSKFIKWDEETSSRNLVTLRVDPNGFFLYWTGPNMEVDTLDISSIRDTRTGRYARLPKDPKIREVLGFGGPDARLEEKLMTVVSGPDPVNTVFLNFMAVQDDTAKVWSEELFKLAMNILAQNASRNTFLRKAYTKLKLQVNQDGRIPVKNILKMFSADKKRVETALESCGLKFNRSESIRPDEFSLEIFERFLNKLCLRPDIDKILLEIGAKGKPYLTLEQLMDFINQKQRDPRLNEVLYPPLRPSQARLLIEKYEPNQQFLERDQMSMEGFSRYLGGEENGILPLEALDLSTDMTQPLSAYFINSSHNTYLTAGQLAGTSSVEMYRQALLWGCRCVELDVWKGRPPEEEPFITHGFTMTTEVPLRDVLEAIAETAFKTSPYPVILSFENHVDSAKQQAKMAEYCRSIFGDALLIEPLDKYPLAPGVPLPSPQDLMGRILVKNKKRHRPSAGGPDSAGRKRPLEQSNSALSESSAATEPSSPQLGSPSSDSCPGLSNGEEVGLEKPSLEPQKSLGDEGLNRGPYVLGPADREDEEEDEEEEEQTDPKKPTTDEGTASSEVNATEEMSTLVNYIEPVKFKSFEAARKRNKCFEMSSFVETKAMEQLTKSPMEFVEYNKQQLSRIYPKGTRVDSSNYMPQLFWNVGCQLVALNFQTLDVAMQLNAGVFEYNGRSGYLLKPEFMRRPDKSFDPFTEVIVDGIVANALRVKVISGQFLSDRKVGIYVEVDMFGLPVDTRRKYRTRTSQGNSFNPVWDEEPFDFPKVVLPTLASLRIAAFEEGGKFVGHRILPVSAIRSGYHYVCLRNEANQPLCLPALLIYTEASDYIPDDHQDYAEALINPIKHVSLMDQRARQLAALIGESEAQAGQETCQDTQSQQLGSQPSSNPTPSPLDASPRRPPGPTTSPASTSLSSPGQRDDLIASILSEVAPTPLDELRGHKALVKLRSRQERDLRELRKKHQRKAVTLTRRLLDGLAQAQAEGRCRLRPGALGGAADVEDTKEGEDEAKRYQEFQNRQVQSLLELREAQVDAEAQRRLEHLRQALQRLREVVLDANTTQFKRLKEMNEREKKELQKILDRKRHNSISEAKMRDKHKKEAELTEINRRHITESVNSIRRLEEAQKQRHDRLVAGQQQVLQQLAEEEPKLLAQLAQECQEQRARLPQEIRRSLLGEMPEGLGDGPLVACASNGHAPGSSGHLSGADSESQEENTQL
DDE Tn7 FP inh – inhibitors of Tn7 peptide binding to human fibrin DD(E); P02675; FP displacement of FITC-Tn7 peptide from fibrin DD(E); 0% = median of compound wells per plate; inhibition, % at 8.3 µM; hit rate 0.13% among 370,000;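 active = inhibition above the mean of compounds falling within the control limits plus 3 SD of them, cut at about 14% in these data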;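 note: 0% = plate median of compound wells and 100% = 10 µM Aha-Tn7 peptide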
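Assay system: Human clot-derived fibrin DD(E) complex | Buffer or medium: Tris/NaCl/CaCl2 buffer, pH 7.8 | Repeats: One replicate per compound | Benchmarks: Aha-Tn7 high control | Measure: % inhibition scaled between sample-field median and high-control FP | Schedule: 10 min plus 3 h, room temperature | Signal: Fluorescence polarization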
ASAP1 inh – ASAP1 ArfGAP inhibition; Q9ULH1; ASAP1-stimulated ARF1 GTP hydrolysis, GDP FP detection; inhibition, % at 16.5 µM; hit rate 0.19% among 360,000; AID 624377; in the data active = inhibition above about 25%;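 note: 0% = vehicle with enzyme and substrate and 100% = no enzyme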
* hit, by the source's call; i = inactive.

mol	DDE Tn7 FP inh	MBD2 DNA inh	ADAM17 inh	UHRF1 binding	PLC-gamma1 inh	PLCb3 inh	Tn6 DDE FP	ARFGAP1 inh	ASAP1 inh	proKLK7 act
CC1CCCC(C)N1S(=O)(=O)c1ccc(NC(=O)CCn2cnc3ccccc3c2=O)cc1 (configuration not stated)	0.4	0.0	2.0	1.5	-0.2	6.9	1.8	-8.5	-6.1	-0.2
CCCCOCCCNC(=O)C[C@@H]1C[C@@]2(C(=O)OCC)CCC=C2N(Cc2ccc(Cl)cc2Cl)C1=O	-3.7	-0.3	0.8	-0.3	2.0	-2.3	-12.7	1.5	11.9	1.1
CSc1ccc(NC(=O)C2(C)CCN2C(=O)c2cc(C)n(C)n2)cc1 (configuration not stated)	-5.9	1.0	-4.8	-0.4	2.9	-4.6	1.8	2.4	6.9	-0.8
Cc1[nH]n(-c2ccccc2)c(=O)c1N=Nc1ccccc1O	-56.0	-3.1	6.8	-10.9	-2.8	-2.1	-7.2	-3.0	6.5	0.1
CCOC(=O)C1CCN(C(=O)c2cc3c(C)cc(C)cc3[nH]2)CC1	-8.4	-1.1	-0.1	-0.9	-8.1	-21.6	-3.8	2.1	-3.5	0.3
O=C(C(=Cc1ccccc1)CN1CCCCC1)c1ccccc1	-4.3	-0.9	-0.7	3.1	4.8	1.8	2.8	0.0	-0.5	-0.2
O=c1cc(Cl)nc2ccccn12	-0.6	-5.4	-40.6	-1.5	-48.5	-64.8	0.4	1.4	-9.6	1.6
Cc1noc(C)c1S(=O)(=O)N1CCC(C(=O)Nc2ccccn2)CC1	-0.6	-6.8	-5.7	-2.4	-0.8	0.2	-1.1	7.1	-2.6	0.7
COc1ccccc1NC(=O)Cc1noc(CSc2cc(C)c3ccccc3n2)n1	-5.5	2.7	2.2	-2.0	3.1	-0.8	-2.8	4.7	-7.4	0.6
Nc1nn(-c2cccc(F)n2)cc1-c1ccc(Cl)cc1	0.1	5.7	0.7	-2.2	-0.2	4.0	-11.9	0.3	-7.9	0.0
COC(=O)c1cc(NC(=O)CC2Oc3ccccc3NC2=O)cc(C(=O)OC)c1 (configuration not stated)	-5.0	0.7	-10.9	0.3	-3.3	-17.4	-1.5	8.2	-11.4	1.3
COc1ccc(C(=O)CN2C(=O)NC3(CCCCC3)C2=O)cc1OC	-2.2	1.1	-1.2	4.3	-2.5	2.8	6.9	-2.0	2.2	-0.6
COc1ccc(OCC(=O)NN2Cc3ccccc3C2=N)cc1	-1.1	5.1	-7.3	5.3	3.2	0.5	-11.0	-3.3	17.9	0.4
Cc1c(NC(=O)Cn2ccc([N+](=O)[O-])n2)c(=O)n(-c2ccccc2)n1C	-6.5	-8.3	1.5	3.7	4.2	3.6	2.3	5.2	1.6	0.0
O=C(NCc1ccc(F)cc1)C(c1ccco1)N(C(=O)c1csnn1)C1CC1 (configuration not stated)	-1.6	0.3	0.3	-3.0	3.0	-2.3	0.8	6.9	-10.5	-0.2
Cc1ccccc1NC(=O)Cn1nc(-c2ccccc2)nc1-c1ccccc1	-1.0	1.1	-3.4	2.4	-0.7	1.8	2.5	12.0	6.9	0.1
O=S(=O)(Nc1ccc2c(c1)CCC2)c1cccs1	5.1	-6.7	-3.6	1.5	-0.5	-2.0	-11.2	-2.2	1.3	-0.5
c1ccc(-n2ncc3c(NCc4ccco4)ncnc32)cc1	-1.8	-1.6	0.2	3.6	0.7	2.2	2.0	5.6	-0.6	0.1
CCOc1ccc(NC(C)=O)cc1[N+](=O)[O-]	-7.2	-1.5	0.7	0.6	2.8	4.6	-3.7	0.1	8.8	-0.8
COc1ccc(OC)c(-n2nnnc2SCC(=O)Nc2ccccc2OC)c1	-11.5	0.5	-0.4	-2.0	-0.4	-4.2	1.8	11.2	10.1	-0.2
O=C(COc1ccccc1[N+](=O)[O-])Nc1cccc(S(=O)(=O)NC2=NCCCCC2)c1	-4.5	6.1	-0.4	-1.4	0.2	-0.7	-10.9	-4.0	6.1	-0.5
Cn1ncc([N+](=O)[O-])c1C(=O)Nc1cccc2ccccc12	-0.6	5.5	-3.2	0.8	0.1	-0.4	1.1	10.1	-2.4	-0.1
CCOC(=O)Cc1csc(NC(=O)c2cccc(Cl)c2)n1	-6.7	5.0	-1.1	3.0	2.3	-10.5	-2.5	6.8	6.2	0.1
CCCn1c(-c2cccc(F)c2)nc2c1c(=O)[nH]c(=O)n2Cc1ccccc1	0.7	9.7	-2.9	2.1	-0.2	-3.2	-4.7	9.7	9.3	-0.6
CC(C)C(=O)N1CCN(c2ccccc2N)CC1	2.1	1.2	-1.9	2.0	-1.3	-5.4	-0.4	1.2	1.4	0.2
Cc1ccccc1-c1nc(CS(=O)(=O)CC(=O)N2CCc3ccccc32)c(C)o1	10.2	0.9	0.6	0.4	-0.5	0.2	-2.2	8.0	-1.4	-0.4
CC(C)C(NC(=O)c1ccc(Cl)cc1Cl)C(=O)N1CCC1 (configuration not stated)	-2.0	3.7	2.5	4.8	6.1	0.0	-1.4	16.9	12.2	0.6
Cc1ccc(S(=O)(=O)N(C)Cc2ccc(-c3nnc4n3CCC4)cc2)cc1	3.7	-4.4	-0.2	-4.9	-70.1	0.3	-2.4	1.6	-10.1	-0.4
COc1ccc2nc3oc(C(=O)NCc4cccs4)cc3cc2c1	-0.4	-1.8	-18.4	4.5	-64.0	-76.4	6.1	7.7	-9.1	0.8
CCOc1ccc(-n2ccnc2SCC(=O)Nc2cc(C)on2)cc1	5.4	-7.2	-0.1	-3.4	2.7	-3.5	1.7	-6.4	-16.8	-0.1
O=C1O/C(=C/c2ccccc2)N=C1c1ccccc1	-2.5	0.1	-2.6	-2.2	-3.8	-3.8	-7.6	5.1	0.8	-0.8
Cc1ccc(NC(Cc2cc(C)no2)c2ccccc2)cc1 (configuration not stated)	6.5	4.9	-6.3	3.8	1.4	-0.9	4.7	-7.8	1.1	-0.2
COCCn1c(C)cc(C(=O)CSc2nncn2-c2ccccc2)c1C	-6.6	-3.1	3.0	1.5	3.1	0.7	0.4	1.9	-7.0	-0.1
COC(=O)C1C(O)=C(C=Nc2ccccc2)C(=O)CC1(C)C (configuration not stated)	-2.0	0.9	-1.4	-2.4	-2.8	1.4	-8.8	5.4	12.0	-0.3
CCc1noc(C)c1C(=O)OCC(=O)NCc1ccccc1	3.6	7.1	-1.7	2.9	1.2	-5.7	-8.4	15.6	5.8	-0.4
Cn1c(=O)c2cc(NC(=O)NCCc3cccs3)ccc2n1Cc1ccccc1	1.5	-1.7	i	-1.0	-424.5	i	-0.8	-4.5	-8.3	9.7
Cc1ccc(C(=O)NCC(=O)NCCCc2ccccc2)cc1	0.0	4.9	0.6	-1.7	0.4	-5.8	-0.2	-9.3	-1.5	-0.1
Cc1nc(Sc2nnnn2C)c2c3c(sc2n1)CCC3	8.8	-2.9	-14.1	-0.5	-1.4	-9.0	-4.4	2.9	-3.9	1.8
CC1CC2(CCCC2)Nc2ccc(F)cc21 (configuration not stated)	2.7	1.6	-6.3	2.2	-0.6	-7.4	1.0	8.4	4.2	0.1
CCOC(=O)C1=NNC2C(=O)N(Cc3ccccc3)C(=O)C12 (configuration not stated)	-2.9	-2.0	-1.9	4.6	1.6	-5.9	-9.8	17.6	-0.1	0.1

Five of the compounds above, with values under each structure.
Sequence of screens – DDE Tn7 FP inh | MBD2 DNA inh | ADAM17 inh | UHRF1 binding | PLC-gamma1 inh | PLCb3 inh | Tn6 DDE FP | ARFGAP1 inh | ASAP1 inh | proKLK7 act
CCCn1c(-c2cccc(F)c2)nc2c1c(=O)[nH]c(=O)n2Cc1ccccc1
 : 0.7 | 9.7 | -2.9 | 2.1 | -0.2 | -3.2 | -4.7 | 9.7 | 9.3 | -0.6
CC(C)C(=O)N1CCN(c2ccccc2N)CC1
 : 2.1 | 1.2 | -1.9 | 2.0 | -1.3 | -5.4 | -0.4 | 1.2 | 1.4 | 0.2
Cc1ccccc1-c1nc(CS(=O)(=O)CC(=O)N2CCc3ccccc32)c(C)o1
 : 10.2 | 0.9 | 0.6 | 0.4 | -0.5 | 0.2 | -2.2 | 8.0 | -1.4 | -0.4
CC(C)C(NC(=O)c1ccc(Cl)cc1Cl)C(=O)N1CCC1 (configuration not stated)
 : -2.0 | 3.7 | 2.5 | 4.8 | 6.1 | 0.0 | -1.4 | 16.9 | 12.2 | 0.6
Cc1ccc(S(=O)(=O)N(C)Cc2ccc(-c3nnc4n3CCC4)cc2)cc1
 : 3.7 | -4.4 | -0.2 | -4.9 | -70.1 | 0.3 | -2.4 | 1.6 | -10.1 | -0.4

The results go on:
mol	DDE Tn7 FP inh	MBD2 DNA inh	ADAM17 inh	UHRF1 binding	PLC-gamma1 inh	PLCb3 inh	Tn6 DDE FP	ARFGAP1 inh	ASAP1 inh	proKLK7 act
O=C(O)CCC(=O)N1N=C(c2c(-c3ccccc3)c3cc(Cl)ccc3[nH]c2=O)CC1c1cccs1 (configuration not stated)	2.4	7.4	-91.6	2.7	-72.3	-75.9	-6.1	-7.4	0.6	-0.6
Cc1nc2cc(C(=O)OCC(=O)NC3CCS(=O)(=O)C3)ccc2n1-c1ccccc1 (configuration not stated)	2.6	2.1	-2.6	2.7	-38.5	-50.9	5.6	-11.4	-4.4	0.6
CCc1cccc2c(=O)c(C(=O)NCCCOC)c[nH]c12	5.9	-3.7	-1.4	-0.9	-2.7	-1.4	9.4	4.6	-7.4	0.3
CCCc1nnc(SCC(=O)O)n1/N=C/c1ccc2c(c1)OCO2	4.3	-1.9	-2.4	0.3	-0.1	1.5	-6.4	8.4	3.8	-0.1
CC(=O)Nc1ccc(S(=O)(=O)NCC2CCC(C(=O)N3CC(C)CC(C)C3)CC2)cc1 (configuration not stated)	-2.0	-0.7	-5.2	1.6	1.9	3.5	0.8	-6.2	1.1	-0.5
CC(C)(C)C(=O)N(CCN(C(=O)C(C)(C)C)c1ccccc1)c1ccccc1	3.5	-4.3	-3.3	-0.1	1.3	-0.1	7.8	-2.8	1.6	0.2
CC1Cc2nc(SCC(=O)Nc3ccc4c(c3)OCCO4)n(C)c(=O)c2S1 (configuration not stated)	4.6	1.5	-3.7	0.3	-3.0	-1.8	1.7	7.4	-4.8	-0.3
COc1cc(S(=O)(=O)N2CCN(C(=O)c3ccco3)CC2)c(OC)cc1C	-8.6	0.2	-0.8	2.9	2.2	0.8	-5.0	19.3	0.4	0.0
COc1cccc(Nc2nc3ccc(OC)cc3s2)c1	-6.3	0.8	1.5	0.9	-0.5	-5.3	-10.4	-6.5	7.6	-0.2
O=C(c1cc2nc(-c3ccc(Cl)cc3)cc(C(F)(F)F)n2n1)N1CCOCC1	-4.9	-2.3	0.7	1.6	-6.0	-5.2	6.6	2.2	-3.0	0.6
Cc1cccc(C)c1Cn1c(C)c(C(=O)NCc2ccccc2C(F)(F)F)sc1=O	1.9	-2.1	6.4	-1.5	1.0	-3.1	-1.5	-2.3	8.2	0.2
O=C(N/N=C/c1cc([N+](=O)[O-])ccc1O)NC12CC3CC(CC(C3)C1)C2	3.9	7.6	-5.3	1.9	0.9	-2.1	-3.0	0.7	-12.4	0.0
